Screens from PubChem.
Rac1 mut GTP = human Rac1 activated mutant GTP binding change. P63000. percent activity (GTP binding), % at 10 µM. hit rate 0.11% among 190,000. GST-Rac1 activated beads, fluorescent GTP binding, flow cytometry; actives lie on both sides; 100% means binding = to untreated wells;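 active means GTP binding at least 20 percentage points away from the 100% baseline, in either direction, so actives lie on both sides; inconclusive means Compound likely fluorescent itself, or too few beads counted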
Mcl1 Noxa PPI = disrupts binding of human Mcl-1 to Noxa peptide; Q07820; TR-FRET Mcl-1/Noxa peptide binding, 2 h; AID 1022; inhibition, % at 21.7 µM; hit rate 1.5% among 220,000;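 active means compounds that cut the protein-peptide binding signal by more than 50% relative to plate controls in a single-dose test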;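 further: His-tagged Mcl-1 with rhodamine Noxa BH3 peptide and terbium anti-His antibody; 0% = Mcl-1 plus Noxa peptide wells and 100% = peptide-only wells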
Target sequence (Q07820 whole entry, looked up): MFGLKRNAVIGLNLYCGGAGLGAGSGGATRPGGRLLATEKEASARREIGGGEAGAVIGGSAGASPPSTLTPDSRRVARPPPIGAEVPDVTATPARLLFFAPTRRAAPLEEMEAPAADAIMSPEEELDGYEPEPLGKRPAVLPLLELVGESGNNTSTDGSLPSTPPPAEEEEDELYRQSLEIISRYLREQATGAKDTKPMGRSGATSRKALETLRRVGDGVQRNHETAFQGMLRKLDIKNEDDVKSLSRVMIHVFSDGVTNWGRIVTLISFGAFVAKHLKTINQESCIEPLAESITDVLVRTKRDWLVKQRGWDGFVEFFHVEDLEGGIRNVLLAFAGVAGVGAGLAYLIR
Rab7 wt GTP bind = alters GTP binding to wildtype dog Rab7; GST-Rab7 beads, fluorescent GTP binding, flow cytometry; actives lie on both sides; untreated = 100%, excess cold GTP = 0%; hit rate 0.055% among 190,000; GTP binding activity (percent of control), % at 10 µM; AID 758;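 active means fluorescent GTP binding to Rab7 beads changed by at least 20 points from the 100% baseline, either direction, mostly lower; inconclusive means compound itself probably fluorescent, or too few beads counted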;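 further: median green fluorescence of bound Bodipy-FL-GTP per Rab7 bead population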
HRas wt GTP = human HRas wildtype GTP binding, change in either direction. GST-Ras wt beads, Bodipy-FL-GTP binding, flow cytometry; actives lie on both sides. hit rate 0.14% among 190,000. GTP binding activity, % at 10 µM. AID 759;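 active means GTP binding activity at least 20% away from the 100% baseline, either lowered as inhibitor or raised as activator; inconclusive means flagged as likely green fluorescent, judged across all proteins in the well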;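 further: 0% = unlabeled GTP competition control and 100% = no-compound control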
Target sequence (P01112 whole entry, looked up): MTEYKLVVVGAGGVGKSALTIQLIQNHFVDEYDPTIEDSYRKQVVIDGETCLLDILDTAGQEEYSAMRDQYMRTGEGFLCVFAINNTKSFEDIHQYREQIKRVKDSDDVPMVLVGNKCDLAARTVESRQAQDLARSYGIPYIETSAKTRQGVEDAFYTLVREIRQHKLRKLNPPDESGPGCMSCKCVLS
Avidin fluor = compound fluoresces at 488/530 nm on avidin beads; fluorescence (KMESF) at 10 µM; compound fluorescence 488/530 nm, flow cytometry; hits give high values; AID 1775; hit rate 0.38% among 220,000; in the data active means fluorescence above about 47; further: inactives centre near 10
Rac1 wt GTP bind = alters GTP binding to wildtype human Rac1. AID 757. GTP binding activity (% of control), % at 10 µM. P63000. hit rate 0.27% among 190,000. GST-Rac1 beads, fluorescent GTP binding, flow cytometry; actives lie on both sides; 0 = cold GTP competed, 100 = untreated;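 active means GTP binding activity at least 20 points away from the 100% control level, either lower or higher; inconclusive means compound flagged as likely green fluorescent, judged across all proteins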
Pf gametocyte = P. falciparum stage V gametocyte viability inhibition; P. falciparum stage V gametocytes, ATP luminescence, 24 h; inhibition, % at 10.9 µM; hit rate 0.065% among 150,000;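 active means inhibition above the mean plus 3 SD of compounds within the control limits, set per campaign, cut at about 38% in these data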;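 further: 0% = DMSO wells and 100% = medium only without gametocytes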
GSH bead fluor = compound fluoresces at 488/530 nm on GSH beads | GSH beads flow cytometry, compound fluorescence 488/530 nm; hits give high values | hit rate 0.25% among 190,000 | AID 1776 | fluorescence (KMESF) at 10 µM; in the data active means fluorescence above about 89;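 further: glutathione beads carrying GST-tagged Bcl family fusion proteins plus one bare bead set; values are compound well signal with DMSO vehicle wells as background; inactives centre near 16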
Rab2 wt GTP = changes GTP binding to wildtype dog Rab2A, up or down; AID 760; GTP binding activity, % at 10 µM; P61105; GST-Rab2 wt beads, Bodipy-GTP binding, flow cytometry; hit rate 0.19% among 190,000;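 active means GTP binding activity at least 20 points away from 100%, either lowered or raised; inconclusive means signal likely due to the compound's own green fluorescence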;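 further: 0% = beads with excess unlabeled GTP and 100% = no-compound control corrected for plate trend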
Cdc42 wt GTP = modulators (inhibitors or activators) of GTP binding to human Cdc42 wildtype. AID 761. percent activity (GTP binding), % at 10 µM. P60953. hit rate 0.2% among 190,000. GST-Cdc42 beads, Bodipy-GTP binding, flow cytometry; actives lie on both sides;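 active means percent activity GTP binding at least 20 points away from the 100% baseline, either down as inhibitor or up as activator; inconclusive means compound flagged as likely green fluorescent from well-wide comparison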;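 further: median bead fluorescence of bound Bodipy-FL-GTP at 100 nM; 0% = excess unlabeled GTP control and 100% = no compound control; below 100% means less GTP binding so inhibitor and above means activator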
Target sequence (P60953 whole entry, looked up): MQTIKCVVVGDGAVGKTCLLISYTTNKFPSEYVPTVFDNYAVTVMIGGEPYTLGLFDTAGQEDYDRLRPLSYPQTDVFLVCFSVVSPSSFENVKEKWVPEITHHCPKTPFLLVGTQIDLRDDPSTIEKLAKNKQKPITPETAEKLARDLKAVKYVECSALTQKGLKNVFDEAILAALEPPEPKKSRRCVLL
Mcl1-Bid inh = Mcl-1/Bid interaction inhibition; Q07820; TR-FRET Mcl-1/Bid-Dy647 peptide binding, 1536-well; inhibition, % at 21.7 µM; hit rate 0.97% among 220,000; AID 1021;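 active means compounds that cut the binding signal by more than half at the single screening dose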;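 further: His-tagged Mcl-1 with europium anti-His antibody binding Bid BH3 peptide; 0% = Mcl-1 plus peptide wells and 100% = peptide-only wells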
* hit, by the source's call; ? = inconclusive; nt = not tested or not shown.

SMILES	Rac1 mut GTP	Mcl1 Noxa PPI	Rab7 wt GTP bind	HRas wt GTP	Avidin fluor	Rac1 wt GTP bind	Pf gametocyte	GSH bead fluor	Rab2 wt GTP	Cdc42 wt GTP	Mcl1-Bid inh
O=C(CSCc1c(Cl)cccc1Cl)Nc1ccccc1C(=O)N1CCOCC1	?	7	?	?	13	?	nt	23	?	?	-19
COc1ccccc1NC(=O)N1CCn2c(nc3ccccc32)C1	98	6	100	100	16	99	-43	4	100	98	-17
Cc1ccc(NC(=S)NCc2ccc3c(c2)OCO3)cc1	97	12	95	96	9	101	nt	12	96	101	-17
CCOc1ccc2nc3sc(C(=O)N4CCOCC4)c(N)c3cc2c1	94	22	95	93	10	92	-3	10	93	93	-48
C=CCc1ccc(OCCOCCOc2cccc3cccnc23)c(OC)c1	100	16	98	99	10	102	-15	15	100	99	-4
O=C(CCN1CCN(c2ccc(F)cc2)CC1)Nc1ccc(F)cc1	98	13	97	99	31	103	-8	24	100	101	-30
COCCN1C(=O)c2ccc(C(=O)O)cc2C1=O	101	2	104	104	17	107	12	35	102	106	-12
Cc1nc(NC(=O)/C=C/c2ccc(F)cc2)sc1C(=O)N(C)C	97	-2	98	98	3	97	-4	7	99	98	-1
FC(F)(F)c1cccc(-c2nnc3ccc(C(F)(F)F)cn23)c1	?	20	?	?	17	?	-14	24	?	?	-30
CC(=O)c1cccc(N2C(=O)C3C(C(=O)Nc4cc(C)on4)C4(C)C=CC3(O4)C2C(=O)NC(C)(C)C)c1 (stereo not given)	99	16	97	98	12	99	nt	17	98	97	-8
CCNC(=O)OCC(CC)NC(=O)OCC(C)C (stereo not given)	104	-1	100	103	6	111	nt	11	102	104	1
O=[N+]([O-])c1ccc2nccn2c1	102	6	103	105	7	105	18	25	105	106	-17
CCOC(=O)c1nn(-c2ccc(F)cc2)c2nc(-c3ccccc3)c(C#N)c(=O)n12	101	-16	97	101	5	103	nt	7	97	99	6
O=C(Nc1cc(C(F)(F)F)ccc1N1CCCC1)c1ccc2c(c1)OCO2	100	8	98	104	12	102	nt	24	104	106	-29
CCOC(=O)/C(C(N)=NCC(C)C)=C(/O)c1ccccc1	99	-1	99	100	20	100	nt	25	99	102	-11
CCCCOC(=O)c1cc(=O)[nH]c2ccccc12	96	5	101	100	14	100	nt	24	99	101	6
COC(=O)c1ccccc1NC(=O)c1cccc(NC(=O)CSCc2ccccc2)c1C	98	-2	100	100	19	101	nt	22	99	102	-17
CCCc1nnc2c(N(C)S(=O)(=O)c3ccc(C)cc3)nc3ccccc3n12	101	16	101	101	3	104	-2	18	97	101	0
COC(=O)C(C)Sc1nc(N)c(NC(=O)c2ccco2)c(=O)[nH]1 (stereo not given)	95	-6	101	96	8	99	nt	19	97	94	-20
O=C1c2ccccc2C(=O)N1CCC(O)C[N+](=O)[O-] (stereo not given)	98	18	93	96	9	101	15	15	98	99	-27
CCOC(=O)C1(Cc2ccccc2)CCN(Cc2cc(=O)c3ccccc3[nH]2)CC1	94	-1	99	98	6	94	-14	14	97	93	-14
Clc1ccc(-c2csc(N3CCc4ccccc4C3)n2)cc1	93	2	99	96	13	99	-5	30	97	96	-9
COc1cc(C(=O)NCCOc2cc(C)cc(C)c2)c(Br)c(OC)c1OC	96	6	100	99	13	98	-14	30	98	97	-7
Cc1cc(N2C(=O)C=CC2=O)c([N+](=O)[O-])cc1C	96	50	97	97	11	99	nt	8	97	98	57*
Cc1ccc(C(F)(F)F)cc1NC(N)=S	97	11	93	94	11	96	nt	23	99	99	-63
NC(=O)SCC(=O)Nc1cccc(Cl)c1	93	-7	98	100	11	98	nt	23	98	99	-9
COc1ccc(-c2c(C)n([O-])c3c([n+]2=O)CCCC3)cc1OC	98	10	107	98	9	104	nt	10	98	97	-21
N#Cc1nc(-c2ccco2)oc1N1CCN(C(c2ccccc2)c2ccccc2)CC1	93	-2	93	97	8	94	13	15	100	97	-13
O=c1[nH]n(-c2ccc(Cl)cc2)c2ncccc12	97	13	100	99	11	103	-3	35	96	97	-13
COc1ccccc1C(=O)Nc1nc(N)n(-c2ccccc2)n1	96	10	98	98	11	97	-31	28	97	101	-15
COc1ccc(/C=N/NC(=O)CCc2n[nH]c(=O)[nH]c2=O)cc1O	100	16	95	102	4	104	-2	9	100	101	-15
CCCCC(=O)Nc1sc2c(c1-c1nc3ccccc3s1)CCN(C(C)=O)C2	97	31	95	94	7	95	nt	16	91	91	21
COc1ccc(OC)c(NC(=O)Nc2cc(C(=O)O)ccc2C)c1	95	19	100	97	6	100	16	16	95	91	-37
CSCCC(NC(=O)c1cccc(C)c1)C(=O)OCC(=O)NC(=O)c1cccn1C (stereo not given)	98	20	99	97	22	102	nt	15	98	104	-48
Cc1c(C(=O)NCc2ccc3c(c2)OCO3)oc2ccc(Br)cc12	86	5	94	94	8	89	-2	8	89	92	-15
Nc1cccc(C(=O)Nc2ccc3nc(-c4cccnc4)[nH]c3c2)c1	95	41	97	94	5	94	-20	18	93	93	-4

Part of the list above, bar-delimited:
canonical_smiles | Rac1 mut GTP | Mcl1 Noxa PPI | Rab7 wt GTP bind | HRas wt GTP | Avidin fluor | Rac1 wt GTP bind | Pf gametocyte | GSH bead fluor | Rab2 wt GTP | Cdc42 wt GTP | Mcl1-Bid inh
Cc1ccc(C(F)(F)F)cc1NC(N)=S | 97 | 11 | 93 | 94 | 11 | 96 | nt | 23 | 99 | 99 | -63
NC(=O)SCC(=O)Nc1cccc(Cl)c1 | 93 | -7 | 98 | 100 | 11 | 98 | nt | 23 | 98 | 99 | -9
COc1ccc(-c2c(C)n([O-])c3c([n+]2=O)CCCC3)cc1OC | 98 | 10 | 107 | 98 | 9 | 104 | nt | 10 | 98 | 97 | -21
N#Cc1nc(-c2ccco2)oc1N1CCN(C(c2ccccc2)c2ccccc2)CC1 | 93 | -2 | 93 | 97 | 8 | 94 | 13 | 15 | 100 | 97 | -13
O=c1[nH]n(-c2ccc(Cl)cc2)c2ncccc12 | 97 | 13 | 100 | 99 | 11 | 103 | -3 | 35 | 96 | 97 | -13
COc1ccccc1C(=O)Nc1nc(N)n(-c2ccccc2)n1 | 96 | 10 | 98 | 98 | 11 | 97 | -31 | 28 | 97 | 101 | -15
COc1ccc(/C=N/NC(=O)CCc2n[nH]c(=O)[nH]c2=O)cc1O | 100 | 16 | 95 | 102 | 4 | 104 | -2 | 9 | 100 | 101 | -15
CCCCC(=O)Nc1sc2c(c1-c1nc3ccccc3s1)CCN(C(C)=O)C2 | 97 | 31 | 95 | 94 | 7 | 95 | nt | 16 | 91 | 91 | 21
COc1ccc(OC)c(NC(=O)Nc2cc(C(=O)O)ccc2C)c1 | 95 | 19 | 100 | 97 | 6 | 100 | 16 | 16 | 95 | 91 | -37

(listing goes on)
SMILES	Rac1 mut GTP	Mcl1 Noxa PPI	Rab7 wt GTP bind	HRas wt GTP	Avidin fluor	Rac1 wt GTP bind	Pf gametocyte	GSH bead fluor	Rab2 wt GTP	Cdc42 wt GTP	Mcl1-Bid inh
CCCc1nnc(NC(=O)NCCN2C(=O)C3C4C=CC(C4)C3C2=O)s1 (stereo not given)	101	3	101	103	8	106	nt	23	102	107	-4
COc1cccc(NC=C2C(=O)OC3(CCCCC3)OC2=O)c1	96	13	98	100	10	96	-11	37	95	97	-13
Cc1nn(C)cc1CN(C)C(=O)c1nn2c(c1Br)NC(c1cccs1)CC2C(F)(F)F (stereo not given)	93	1	108	99	10	97	-15	15	101	94	-13
CN(c1ccccc1)S(=O)(=O)c1ccc(C(=O)N2CCc3ccccc3C2)cc1	96	11	100	96	10	99	-9	13	98	98	-12
CCN(CC)C(=O)Oc1ccc2cc(Br)ccc2c1	97	8	96	99	14	98	nt	12	97	97	0
CC1CCN(C(=O)CCCOc2cc(=O)n(C)c3ccccc23)CC1	100	10	99	100	12	102	-6	10	99	102	1
O=[N+]([O-])c1ccc2c(c1)C(N1CCOCC1)/C(=C/COc1ccc3ccccc3c1Br)O2 (stereo not given)	98	-9	97	99	13	99	nt	32	98	100	-5
O=[N+]([O-])c1cc(C=Nc2ccc3ccccc3c2)ccc1Br	100	8	94	101	3	101	10	7	99	101	-10
Brc1ccc(-c2nnc3ccc(Nc4ccccc4)nn23)cc1	98	50	101	99	4	106	nt	9	96	100	50
Cc1cccc(N/C(=N\S(=O)(=O)c2ccccc2)C(F)(F)F)c1	97	-4	99	104	19	111	2	10	96	106	-1
CCc1nc(NCc2ccco2)c2oc3ccccc3c2n1	99	18	97	100	24	102	nt	16	96	102	11
Cc1ccc(NC(=O)c2ccc(OC(=O)COc3cccc(Cl)c3)cc2)cc1	99	-8	102	99	3	104	-1	9	98	96	-15
COc1c(O)c(O)c2oc(-c3ccccc3)cc(=O)c2c1OC	92	-6	101	96	7	97	nt	20	94	95	-9
O=C(O)C(Cc1ccccc1)N1C(=O)/C(=C/c2cccc3ccccc23)SC1=S (stereo not given)	96	78*	101	97	18	96	nt	23	96	98	91*
COC(=O)c1sccc1-c1ccc(C(N)=O)o1	?	6	?	?	10	?	nt	10	?	?	-22
CCOc1ccc(CSC2=NCCN2)cc1Cl	98	-3	98	99	23	102	-26	54	98	100	-32
CCN1/C(=C2\C(=O)N(C)C(=S)N2C)C=Cc2cc(OC)ccc21	103	24	99	103	14	105	3	12	101	103	-9
CCOc1ccc(S(=O)(=O)NCC(=O)N(C)Cc2cccnc2)cc1	100	8	99	99	13	102	nt	20	100	100	-6
O=C(Cc1cccs1)N/N=C/C=C/c1ccco1	100	70*	102	100	2	101	nt	10	99	100	-30
COc1ccc(C(=O)Nc2nc3c(s2)CCCC3)cc1S(=O)(=O)N1CCCc2ccccc21	99	-17	101	100	12	104	-4	6	100	101	-40
O=C(CSCc1cccc(Br)c1)N1CCOCC1	100	-5	101	104	13	106	3	37	100	101	-23
CCCc1nc2ccccc2n1CCc1ccccc1	98	17	95	96	3	101	-5	25	98	97	2
COC(/C=C/Nc1ccc(Cl)cc1)=C(C#N)C#N	96	-12	97	98	9	99	-7	22	101	96	4
O=C(NNC(=O)c1cccnc1SCc1cccc([N+](=O)[O-])c1)c1ccccn1	103	-33	99	106	11	109	-9	10	105	105	-12
CN(CC(=O)N1CCCCCC1)S(=O)(=O)c1cccc2cccnc12	97	5	98	95	5	96	nt	28	97	94	0
COc1ccccc1NC(=O)COc1ccc(Br)cc1CO	98	9	102	103	12	101	-7	7	103	101	-9
CCN1CCCC1CNC(=O)CS(=O)(=O)Cc1nc(-c2ccccc2C)oc1C (stereo not given)	100	19	95	98	6	105	nt	13	98	104	-28
